Dynein transport = inhibitors of GR-EGFP nuclear translocation, primary screen, dynein cargo transport inhibitor project, imaging, high-content, 3617.4 mouse cells; z-score, hits read low; AID 1381, 2008; test concentration mostly 20 µM; stimulated with dexamethasone, 1 µM; hits give low values; 220,000 compounds, 0.47% hits;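 active means plate z-score of nuclear minus cytoplasmic receptor signal below a set negative limit, without overly bright fluorescence or cell loss, cut at about -3.5 in these data, passing the limit was not always enough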;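 further: z-score of nuclear minus cytoplasmic ring GR-EGFP intensity difference per well; some compounds called inactive have numbers as strong as hits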
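Medium: Induction medium lacking tetracycline, stripped serum | Probe or stimulus: 1.0 µM final dexamethasone stimulus | Schedule: 48 h induction, then 1 h compound, then 30 min agonist, 37 °C | Signal: Automated 10x imaging of fixed Hoechst-stained cells | Evaluation: Per-cell GR-EGFP intensity, nucleus versus surrounding cytoplasmic ring, well-averaged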
MT stabilize HCS = microtubule stabilizers in HeLa cells, primary screen, imaging, high-content imaging | HeLa tubulin immunostaining HCS, 24 h; share of cells brighter than vehicle mean+2SD | % tubulin-high responders, % at 10 µM | 200,000 compounds, 0.83% hits;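 active means plate Z-score above 3 for both tubulin-high and condensed-nucleus cell shares, with cell loss under 80%, at 10 µM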;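 further: anti alpha tubulin signal scored within the nucleus-defined area of each cell; some results filed as inactive read as strong as hits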
Insulin prom up = insulin promoter activators in MIN6 cells, imaging, high-content screening, mouse beta cells; MIN6 insulin promoter-GFP reporter; hits give high values; z-score at 5 µM; 190,000 compounds, 0.3% hits; AID 1625, 2009;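 active means z-score above 3 at 5 µM with at least 500 cells counted in the well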
b-catenin transl = modulators of beta-catenin nuclear translocation, primary screen, imaging, HeLa cells, immunofluorescence, high-content; 190,000 compounds, 0.3% hits; nuclear translocation activity, % at 5 µM;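 active means nuclear translocation activity above 50% at 5 µM, with a well cell count of 50 or more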;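 further: per-cell ratio of nuclear to cytoplasmic median beta-catenin stain intensity; plate controls were DMSO negative control for no effect and GSK-3 inhibitor IX positive control for full effect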
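Read-out: Nuclear/cytoplasmic beta-catenin signal ratio, % activation | Assay system: Human HeLa cell line | Times: 24 h compound exposure at 37°C, 5% CO2 | Signal: Fluorescence imaging of beta-catenin antibody stain plus DAPI | Dosing: 5 µM primary, 0.02–20 µM confirmation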
Yfh1-off respiration = enhancers of respiration in Yfh1-depleted yeast, dose response, Friedreich's ataxia, plus single-dose screen (AID 1465); S. cerevisiae Yfh1-off respiration, WST-1 reduction, 72 h; higher fold induction means a stronger effect; 220,000 compounds, 0.074% hits; fold induction at 50 µM, or EC50 in µM where a hit was titrated;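 active means fold induction of absorbance versus untreated yeast above a set limit, then at least 30% activation at any dose in follow-up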;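 further: activators that raise dye reduction in frataxin-depleted yeast; strong numbers were not always called active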
P. falciparum M17LAP = P. falciparum M17LAP inhibitors, primary screen, biochemical, fluorogenic H-Leu-NHMec substrate, 1536-well (AID 1619) | 220,000 compounds, 0.38% hits | recombinant M17LAP, H-Leu-NHMec fluorogenic kinetic assay; higher % means a stronger effect | inhibition, % at 30 µM, or IC50 in µM where a hit was titrated;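 active means compound inhibiting the enzyme by more than half at any dose during confirmatory dose-response retesting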;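 further: plate controls were full reaction with DMSO carrier for no effect and no enzyme background for full effect; strong numbers were not always called active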
HEK293 NOD2/NF-kB = NOD2 signaling inhibitors, cell-based, luminescence, uHTS, HEK293 (AID 1566); HEK293 NOD2/NF-kB luciferase reporter, luminescence; higher % means a stronger effect; 290,000 compounds, 0.63% hits; inhibition, % at 4 µM, or EC50 in µM where a hit was titrated; in the data active means inhibition above about 50%; further: many of its hits are not listed in these tables
Autophagy HCS = autophagy modulators in MEF cells, primary screen, imaging, high-content, MEF GFP-LC3. MEF GFP-LC3 puncta imaging; test concentration mostly 10 µM. calls only at 10 µM (by protocol). 190,000 compounds, 0.98% hits;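 active means percentage of spot-positive cells more than 3 SD above its plate mean, without a fluorescence outlier flag or 80% toxicity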;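 further: spot-positive cell cutoff set from DMSO-treated cells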
NOD1 inhibition = NOD1 signaling inhibitors, primary screen, cell-based, luminescence, uHTS (AID 1578). inhibition, % at 4 µM; hits with a dose series show EC50 in µM. 290,000 compounds, 1% hits. NOD1-driven NF-kB luciferase reporter cells, luminescence; higher % means a stronger effect; in the data active means inhibition mostly above about 36%, no sharp cut-off; inactive means mostly below about 34%;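 further: HEK-293T reporter cells stimulated with the NOD1 agonist gamma-tri-DAP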
Dynein transport cytoplasmic EGFP = further read-out of Dynein transport, marked with its call; z-score; measured here: cytoplasmic GR-EGFP intensity; hits give high values
Dynein transport nuclear GR-EGFP = recorded beside Dynein transport, whose call it bears; z-score; measured here: nuclear GR-EGFP intensity;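 lower value marks the stronger effect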
Dynein transport cell count = also measured in Dynein transport; calls as there; z-score; measured here: cell count per field
Insulin prom up cell count = second read-out of Insulin prom up, no call of its own (marks repeat the call); cell count; measured here: cytotoxicity, nuclei count;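 total cells summed across four imaged fields per well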
b-catenin transl cell count 5 µM = second read-out of b-catenin transl, no call of its own (marks repeat the call); cell count; measured here: cell count, cytotoxicity flag
MT stabilize HCS Hoechst-high % = further read-out of MT stabilize HCS, marked with its call; % Hoechst-high responders; measured here: nuclear condensation Hoechst responders;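 share of cells brighter than vehicle mean plus two SD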
MT stabilize HCS cytotoxicity % = second read-out of MT stabilize HCS, no call of its own (marks repeat the call); toxicity, %; measured here: cytotoxicity by cell density;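 0% = mean cell density of plate MIN control wells and 100% = no cells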
Autophagy HCS cell loss 18 h = further read-out of Autophagy HCS, marked with its call; toxicity, %; measured here: cell loss, nuclei count;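 cell loss after 18 h compound exposure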
Starred values were filed as active, the others as inactive; i = inactive; . = not tested or not shown. Not all compounds are listed. The share of hits here may be higher or lower than overall.

Fields: Dynein transport cell count, Dynein transport cytoplasmic EGFP, Insulin prom up cell count, NOD1 inhibition, Autophagy HCS cell loss 18 h, Yfh1-off respiration, b-catenin transl cell count 5 µM, MT stabilize HCS cytotoxicity %, MT stabilize HCS Hoechst-high %, Dynein transport, Insulin prom up, Dynein transport nuclear GR-EGFP, P. falciparum M17LAP, MT stabilize HCS, b-catenin transl, Autophagy HCS, HEK293 NOD2/NF-kB
> Cc1cc(N)n(-c2cc(C)c3ccccc3n2)n1
    1.11, -0.0872, 1412, -61.6%, -13.1, i, 1091, 13.5, 3.3, -0.652, 1.25, -0.366, 5.2%, 2.8, -0.2, i, -114.4%
> C=CCc1cc(C=O)cc(OCC)c1OCc1ccc(Cl)cc1
    0.476, 0.0937, 1321, -5.2%, -2.6, i, 1106, 6.0, 1.7, -0.793, -0.39, -0.11, 3.5%, 3.1, 0.7, i, 2.5%
> O=C(N/N=C/c1ccc(COc2ccc(Br)cc2)o1)c1ccco1
    0.53, -0.308, 1205, -27.8%, 3.0, i, 540, 3.7, 3.2, -0.65, -0.09, -0.436, 2.4%, 5.1, 2.3, i, 2.8%
> COC(=O)C1=C(C)N(Cc2ccccc2)C(=O)N[C@H]1c1ccccc1
    0.488, -0.304, 939, 6.4%, -0.5, i, ., 6.4, 1.9, 0.259, 0.48, 0.448, 7.0%, 3.8, ., i, -18.3%
> CCc1nn(C)c(N)c1C
    0.628, -0.358, 1425, -28.7%, -15.2, i, 973, 7.0, 2.7, -0.319, -0.53, -0.184, 7.6%, 4.3, 0.4, i, 8.3%
> Fc1ccc(CSc2nsc(SCc3ccc(F)cc3)n2)cc1
    -0.309, -0.22, 843, -0.1%, 28.2, i, 1241, 8.8, 0.7, 1.16, -0.19, 0.904, 3.9%, 2.1, -3.3, i, -6.9%
> CCc1nnc(NC(=O)[C@@H]2CCCN2S(=O)(=O)c2ccc3c(c2)OCCO3)s1
    -0.531, -0.165, 1433, -17.3%, -0.6, i, 1316, 3.8, 1.6, 0.94, -0.07, 0.567, 7.7%, 3.1, -0.3, i, -70.0%
> Cc1noc(C)c1C(=O)OCC(=O)Nc1ccccc1C(=O)NC(C)c1ccccc1 (stereo not given)
    -0.63, -0.237, ., -18.8%, -1.7, i, 1146, 7.6, 2.2, -0.374, ., -0.0176, 5.1%, 1.6, 2.0, i, -10.9%
> CC1(C)CC(=O)C(C(=O)CCCCC(=O)C2C(=O)CC(C)(C)CC2=O)C(=O)C1
    0.768, -0.203, 1253, -38.8%, -13.7, ., 1140, 5.2, 3.7, -1.01, 0.25, -0.0788, 14.4%, 4.9, -1.0, i, -4.8%
> Cc1cccc(NC(=O)c2cnc3ccccn3c2=O)c1
    0.36, -0.206, 1788, 1.8%, 14.6, i, 1023, 3.7, 2.4, -0.938, -0.4, -0.399, 10.4%, 2.2, -2.1, i, -75.1%
> O=C(c1ccccc1)c1ccc(O)cc1O
    0.744, -0.351, ., -20.3%, 13.1, i, 1120, 6.6, 0.9, 0.99, ., 0.863, 10.8%, 3.6, 0.5, i, 11.4%
> COc1cc(OC)c(C(=O)OC(C)C(=O)Nc2cccc(C(F)(F)F)c2)cc1OC (stereo not given)
    0.665, -0.246, 1358, 12.4%, 4.9, i, 546, 7.1, 1.2, -0.512, -0.62, -0.107, 7.2%, 3.0, -3.8, i, 12.3%
> CC(C)C(=O)Nc1nnc(SCC(=O)Nc2ccc3c(c2)OCO3)s1
    -0.262, -0.222, 1480, -2.4%, -12.0, i, 987, 6.3, 4.5, 0.00693, 0.18, 0.198, 14.7%, 2.3, 4.2, i, -14.4%
> CCOC(=O)C1C(=O)NC(N2CCOCC2)=NC1C(C)C (stereo not given)
    -0.69, -0.2, 1520, 0.0%, 17.8, i, 828, 5.1, 1.7, -0.0492, 0.78, 0.235, 8.2%, 4.8, 0.2, i, 7.7%
> Cc1ccc(-n2ncc(C(=O)O)c2C2CCN(C(=O)OC(C)(C)C)CC2)cc1
    2.14, -0.196, 1479, -5.9%, 3.3, i, 900, 10.3, 1.6, -1.33, -0.43, -0.337, 16.5%, 1.8, -2.5, i, -8.0%
> COC(=O)c1[nH]c2ccc(C)cc2c1NC(=O)Oc1ccccc1
    0.77, -0.215, 945, -5.0%, -19.1, i, ., 11.4, 2.8, 0.667, -0.54, 0.162, -1.5%, 2.0, ., i, 13.7%
> O=C(c1cccs1)N1CCN=C1SCc1ccc(F)cc1
    0.703, -0.183, 1083, -2.1%, ., i, 1331, ., ., -0.359, 0.74, 0.253, 13.9%, ., -1.4, ., 13.3%
> Cc1ccc(C2NC(c3ccc(C)cc3)C(C)C(=O)C2C)cc1 (stereo not given)
    -1.32, -0.24, ., 1.7%, ., i, 1284, ., ., 2.59, ., 1.59, 5.5%, ., 2.5, ., 6.1%
> CC(C)(C)Sc1ccc(N)nc1
    -0.952, -0.162, 1102, 1.8%, -1.3, i, 1144, 2.8, 1.7, 1.54, 0.12, 0.541, -3.7%, 2.3, 2.5, i, -15.3%
> COc1cc(/C=N/NC(=O)Cc2ccccc2)ccc1Oc1ccc([N+](=O)[O-])cc1[N+](=O)[O-]
    0.22, -0.296, 1529, 29.9%, -6.4, i, 907, 4.0, 2.1, -0.137, 1.3, 0.581, 1.2%, 3.1, -0.8, i, -22.4%
> O=C(COC(=O)/C=C/c1cccc(C(F)(F)F)c1)NCc1ccccc1
    0.638, -0.174, 1299, -46.3%, 2.8, i, 521, 7.7, 2.2, 0.253, 0.08, 0.192, 0.2%, 2.9, 1.1, i, -6.2%
> CN(C)C(=O)COc1ccc(Oc2ccccc2)cc1
    0.129, -0.322, 1182, -13.4%, 5.8, i, 1069, 3.8, 1.1, 0.178, 1.68, -0.0738, -1.9%, 4.2, -0.1, i, -0.5%
> O=S1(=O)N=C(Nc2ccc(S(=O)(=O)N3CCCCC3)cc2)c2ccccc21
    0.593, -0.144, 1109, 14.1%, 14.8, i, 901, 8.4, 2.0, -0.0382, -0.16, 0.162, 0.7%, 4.2, -9.3, i, 3.2%
> CC(C)c1[nH]nc2c1C(c1cccs1)C(C#N)=C(N)O2 (stereo not given)
    -0.255, 0.432, 984, -22.6%, -3.5, i, 1175, 2.2, 2.5, -2.33, 0.3, -1.31, 21.2%, 3.3, -1.4, i, 19.7%
> COc1cccc(NC(=O)N2CCN(c3cccc(C)c3)C(C)C2)c1 (stereo not given)
    -0.0872, -0.34, 1498, 3.2%, 2.0, i, 1272, 6.4, 4.1, -0.106, -0.6, 0.093, 1.6%, 4.0, 1.5, i, -12.6%
> CCOC(=O)c1ccccc1OCc1cc(/C=N/n2cnnc2)ccc1OC
    -1.09, -0.103, 1104, 20.0%, 11.1, i, 1324, 5.4, 2.1, 2.16, 1.33, 0.594, 0.3%, 4.0, 9.7, i, 2.8%
> CCc1cccc(NC(=O)Nc2ccc3c(c2)OCO3)c1
    0.452, -0.293, 1479, -9.0%, 13.1, i, 967, 2.5, 2.5, -0.135, 1.78, 0.2, -4.0%, 2.7, 2.9, i, -30.3%
> COc1cc(OC)c(OC)cc1CN(C)CCc1ccccn1
    0.104, -0.192, 1364, -1.5%, 4.6, i, 1070, 7.7, 2.4, -0.391, -0.15, 0.186, 6.7%, 4.5, 0.2, i, 7.1%
> COc1cnc(-c2ccccn2)nc1Sc1cccc(Cl)c1
    ., ., ., 30.1%, 5.7, i, ., 29.7, 1.4, ., ., ., 0.0%, 7.8, ., i, 21.0%
> COc1ccc(NC(=S)NCc2ccco2)cc1
    0.264, -0.154, 1505, -16.9%, 21.6, ., 1326, 8.7, 1.8, -0.613, -0.47, 0.381, -15.7%, 2.2, 0.2, i, -0.9%
> O=c1cc2c(=O)oc3cc(O)c(O)oc3c2c(O)c1O
    0.165, -0.221, 1331, -8.2%, ., i, 1327, ., ., 0.0445, 0.12, -0.00802, 33.0%, ., -3.4, ., 1.5%
> CC(C)=NNc1nc2sc3c(c2c(=O)[nH]1)CC(C)(C)OC3
    0.439, -0.317, 1338, -1.1%, -7.1, i, 865, 7.7, 3.3, -0.421, -0.15, -0.535, -12.4%, 2.3, -1.8, i, 17.7%
> Cc1ccc(/C=C/C(=O)N2CCCC(C)C2)cc1 (stereo not given)
    0.904, -0.317, 1146, 50.6%, -7.5, i, ., 2.3, 2.5, -1.04, -0.1, -0.707, 38.7%, 2.7, ., i, -80.2%

Compound activity from PubChem.
